S3 lipid droplet: qHTS Assay for Lipid Storage Modulators in Drosophila S3 Cells. Drosophila S3 cells, BODIPY lipid droplet fluorescence, 18-24 h; cells fed with added oleic acid. Potency in µM for hits, for the others lipid storage change, negative = inhibition, % at the top dose, mostly 46.1 µM. 320,000 tested, 0.64% active. AID 2685; active = well fitted inhibition curve with a large enough effect in the signal ratio, with a control signal flat, not every such curve was filed as active; inconclusive = small, poorly fitted or top-dose-only effect, or effect the other way, or a change in a side signal; the % refers to the signal ratio
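Drosophila S3 cells loaded with oleic acid (400 uM, as added) and compounds at several concentrations; lipid droplets imaged by 488-nm laser-scanning cytometry, 500–530 nm intensity and object ratio to cell channel. Percent activity normalized to 20 uM Triacsin C.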
S3 lipid droplet cell count max: recorded beside S3 lipid droplet, whose call it bears; cell number change, %; measured here: cell count max response;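 cells counted by Cell Tracker Red CMTPX staining in the red channel; peak over a dose series mostly up to 46.1 µM; percent activity relative to internal control wells on each plate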
The depositor's hits bear a star; i = inactive; ? = inconclusive; / = no result given. % is scaled to controls: 0 for no effect and ±100 for the full control effect; potency is read from the fitted curve at half-maximal effect. This is a subset; count on the stated rates, not on these rows.

SMILES	S3 lipid droplet	S3 lipid droplet cell count max
COc1ccc(NC(=O)CSC2CC(=O)N(c3ccc4c(c3)OCCO4)C2=O)cc1 (centres undefined)	i	12
O=C(c1ccc2snnc2c1)N1CCOCC1	?	/
O=C(NNC(=O)c1ccc2ncccc2c1)c1ccc(Cl)cc1	?	/
O=C(O)CCCN1C(=O)NC2NC(=O)NC21 (centres undefined)	?	/
O=C(/C=C/c1ccc(OC(F)F)cc1)OCC(=O)N1CCN(C(=O)c2ccco2)CC1	?	/
CC(C)(C)C(=O)N1CCC(O)(CS(=O)(=O)c2ccc(Cl)c(Cl)c2)CC1	?	/
CN(CC(=O)Nc1ccccc1C(F)(F)F)C(=O)c1cc(Cl)nc2ccccc12	?	/
O=C(NCC(=O)N1CCN(c2ccccc2O)CC1)c1ccc(Br)o1	?	/
COc1cc(OC)cc(-c2c(-c3ccsc3)c3cc(Br)ccc3n2C)c1	i	-2
CCOC(=O)c1cn2c(C)cccc2n1	?	/
CC(=O)c1ccc(NC(=O)Cn2cnc(S(=O)(=O)N3CCCCC3)c2)cc1	?	/
COC(=O)N/N=C\c1cc2c(cc1Br)OCO2	2%	11
CSc1nc(-c2ccccc2)c(C#N)c(=O)n1C	?	/
CCc1cc2c(C)cc(=O)oc2cc1Oc1ncccc1[N+](=O)[O-]	1%	3
CC(=O)C1=C(C)Nc2ncnn2C1c1ccccc1F (centres undefined)	16%	/
CC(C)=C(NC(=O)c1ccco1)C(=O)NCCc1nc2ccccc2[nH]1	29%	6
CC(=O)Nc1scc(-c2ccccc2)[n+]1-c1ccc(C)cc1	?	/
CS(=O)(=O)c1ccc(Cl)c(NC(=O)COC(=O)c2cccc(S(=O)(=O)N3CCCC3)c2)c1	?	/
Cc1cc(-c2nnc(SCC(=O)Nc3cccc(F)c3)n2N)n[nH]1	i	-5
CC1CCCCN1CCCNC(=O)c1ccc(NC(=O)C2=CSCCO2)cc1 (centres undefined)	?	/
CCC[C@@H]1C[C@@]1(CCC)[C@@H](NC(=O)c1ccccc1)c1ccc(C(=O)OC)cc1	-3%	4
CCCOCCOC(=O)C1=C(C)NC(=O)NC1c1cc(Cl)c(O)c(OC)c1 (centres undefined)	12%	2
CCOC(=O)c1ccc(NC(=O)CSc2nnc(C3CCCCC3)n2C)cc1	-1%	16
CCCC(=O)NCCc1cc2ccc(C)c(C)c2[nH]c1=O	?	/
O=c1[nH]c2cnccc2n1-c1ccccc1	?	/
Next section.
SMILES	S3 lipid droplet	S3 lipid droplet cell count max
Cc1ccc(C(=O)OCC(=O)N(C)c2ccccc2)cc1C	?	/
C=CCn1c(CSCc2ccccc2)nnc1SCC(=O)N1CCN(c2ccccc2)CC1	-2%	-1
Cc1ccc(CCNC(=O)c2cc(S(=O)(=O)N3CCOCC3)cn2C)cc1	i	11
CCC(C)(C)n1nnnc1C(c1ccc(Cl)cc1)N1CCN(C)CC1 (centres undefined)	21%	14
Cn1nc(NC(=O)CC23CC4CC(CC(C4)C2)C3)c2c(F)cccc21	-17%	-19
C/C(N)=C(/C#N)C(=O)COc1ncnc2ccccc12	3%	-7
CCOc1ccc(NS(=O)(=O)c2ccc(C(=O)N3CCCCCC3)cc2)cc1	14%	/
O=C(CSc1nc2cc(Cl)ccc2c(=O)n1Cc1ccco1)Nc1ccc(S(=O)(=O)N2CCOCC2)cc1	?	/
Cc1cc(N2C(=O)C(O)=C(C(=O)c3ccc(C)o3)C2c2ccc(OCc3ccccc3)cc2)no1 (centres undefined)	?	/
O=C(NC(=S)Nc1ccccc1N1CCOCC1)c1ccc(-c2cccc(Cl)c2)o1	7%	4
COC(=O)c1ccc(C(=O)N=c2sccn2C)cc1	?	/
CCCc1nc2nc(C)c(NS(=O)(=O)c3ccc4c(c3)CCCC4)c(=O)n2[nH]1	?	/
Cc1nc2sc(C(c3ccco3)N3CCC(C)CC3)c(O)n2n1 (centres undefined)	0%	4
COCCCN1C(=O)N(c2ccc(F)cc2)C(=O)C1CC(=O)Nc1ccc(OC)cc1 (centres undefined)	?	/
Cc1c(C(=O)O)oc2ccc(S(=O)(=O)NCc3ccccc3)cc12	?	/
CCOC(=O)c1oc2ccccc2c1CN1CC(C)OC(C)C1 (centres undefined)	?	/
Cc1ccc(CCNC(=O)C2CCCN(S(C)(=O)=O)C2)cc1 (centres undefined)	?	/
COc1ccc(Cn2c(CCC(=O)Nc3ccccc3OC)nc3cccnc32)cc1	-10%	3
Cc1cccc(NC(=O)C2C3C=CC(O3)C2C(=O)O)c1 (centres undefined)	i	/
Cc1cc(NC(=O)c2cnn3c(C(F)F)cc(-c4ccccc4)nc23)no1	?	/
O=C(O)c1cc(NCc2c(F)cccc2Cl)ccc1N1CCOCC1	i	/
CCN(CC)C(=O)CSc1nc2ccc(NC(=O)CSc3nnc(N)s3)cc2s1	?	/
CCn1ncc(/C=C2/SC(=S)NC2=O)c1C	?	/
CNS(=O)(=O)c1cccc(C(=O)OCC(=O)N2CCc3ccccc3C2)c1	?	/
Nc1cc(C(Cl)=C(Cl)Cl)c(S(N)(=O)=O)cc1S(N)(=O)=O	?	/
Following part:
SMILES	S3 lipid droplet	S3 lipid droplet cell count max
Cc1ccccc1-c1nc(CS(=O)(=O)CC(=O)N2CCCCC2)c(C)o1	?	/
CC(C)NC(=O)COC(=O)c1cc(=O)[nH]c2ccccc12	?	/
N/C(CCCN1CCCCC1)=N/O	2%	4
NC(=O)c1ccc(NC(=O)COC(=O)CNC(=O)c2sc3ccccc3c2Cl)cc1	?	/
Cn1c(=O)c2c(nc(Br)n2C/C=N/NC(N)=S)n(C)c1=O	?	/
O=C(O)CC(NNC(=O)c1ccccc1)C(=O)Nc1cccc([N+](=O)[O-])c1 (centres undefined)	?	/
Cc1cccc(C)c1NC(=O)COC(=O)c1ccc2[nH]c3c(c2c1)CCCC3	-15%	15
COc1ccccc1NS(=O)(=O)c1ccc(C(=O)N2CC(C)OC(C)C2)cc1 (centres undefined)	-17%	-8
O=C(CN(c1ccccn1)S(=O)(=O)c1ccc(F)cc1)Nc1ccccc1	?	/
Cc1ccc(C2C(C#N)=C(N)Oc3nc(-c4ccccc4)[nH]c32)o1 (centres undefined)	?	/
O=C(CSc1ccc(Cl)cc1)Nc1ccc(C2SCCS2)cc1	9%	11
Cn1c(CO)cnc1S(=O)(=O)Cc1ccc(Cl)cc1	?	/
C=CCNc1nc(-c2c(C)nc3sccn23)cs1	-2%	1
Cc1ccc(CNC(=O)c2oc3ccc(S(=O)(=O)N4CCOCC4)cc3c2C)cc1	?	/
O=C(c1cccc2ccccc12)C1CCCN(C(=O)CCN2CCCO2)C1 (centres undefined)	8%	-2
CCCn1cc(SCC(=O)Nc2nnc(C)s2)c2ccccc21	?	/
CC1(C)SC(=S)N(/N=C/c2ccccc2O)C1N(O)C(=O)Nc1ccccc1 (centres undefined)	-6%	-8
CCOC(=O)Cc1nnc(NC(=O)CC)s1	?	/
COc1c(N2CCN(C(=S)Nc3ccc(F)cc3)C(C)C2)c(F)cc2c(=O)c(C(=O)O)cn(C3CC3)c12 (centres undefined)	-14%	12
Cc1ccc(NC(=S)N2CCC(NC(=O)c3ccco3)CC2)cc1C	?	/
CC(=O)c1ccc(N2CCN(C(=O)CNS(=O)(=O)c3ccc4c(c3)OCCCO4)CC2)c(F)c1	?	/
O=C(CCn1cccc1)NC1CCCc2ccccc21 (centres undefined)	?	/
CCOn1c(=O)c(=O)n(OC)c2ccccc21	-1%	-20
CCn1c(C)nc2cc(C#N)ccc21	?	/
COC(=O)Cc1c(C)c2ccc(OCC(=O)N3CCC(C)CC3)c(C)c2oc1=O	?	/

Laid out differently: three of the compounds above
O=C(O)CC(NNC(=O)c1ccccc1)C(=O)Nc1cccc([N+](=O)[O-])c1 (centres undefined)
- S3 lipid droplet = ?
- S3 lipid droplet cell count max = /

COc1c(N2CCN(C(=S)Nc3ccc(F)cc3)C(C)C2)c(F)cc2c(=O)c(C(=O)O)cn(C3CC3)c12 (centres undefined)
- S3 lipid droplet = -14%
- S3 lipid droplet cell count max = 12

COc1ccccc1NS(=O)(=O)c1ccc(C(=O)N2CC(C)OC(C)C2)cc1 (centres undefined)
- S3 lipid droplet = -17%
- S3 lipid droplet cell count max = -8

Later entries
SMILES	S3 lipid droplet	S3 lipid droplet cell count max
COc1cc(CNCC(C)C)cc(Br)c1OCC(=O)Nc1ccccc1	4%	-3
COc1ccccc1CC(=O)N1CCCc2ccccc21	i	19
CC(C)(CC(=O)O)Cc1nc(-c2ccc(Cl)cc2)no1	10%	12
O=C(/C=C\Nc1ccc2c(c1)OCO2)c1ccccn1	?	/
COc1ccc(CCNC(C)=O)cc1	?	/
Cc1ccc(NC(=O)C(NCc2ccccn2)c2ccccc2)cc1 (centres undefined)	5%	16
Cc1cc(C(=O)OCC(=O)Nc2ccc(S(N)(=O)=O)cc2)c2ccccc2n1	2%	17
Nc1nonc1-n1nnc(C(=O)N/N=C/c2ccc(F)cc2)c1-c1ccc2c(c1)OCO2	i	-19
CCc1nc2ccccc2c(C(=O)OCC(=O)NC(=O)c2cccn2C)c1C	2%	11
CC1c2cccn2CCN1S(=O)(=O)c1ccc(F)cc1 (centres undefined)	?	/
COC(=O)C1C(=O)NC(SC)=C(C#N)C1c1ccccc1 (centres undefined)	i	10
CCOC(=O)C1CSC(CC(=O)Nc2ccc(Cl)cc2)C(=O)N1 (centres undefined)	?	/
Cc1ccc(S(=O)(=O)NCCCNC(=O)c2ccccc2)cc1	i	-19
COc1ccc(NC(=O)CCSCCc2ccccn2)cc1OC	?	/
Cc1ccccc1/C=N/n1c(COc2ccccc2)n[nH]c1=S	14%	5
CCOC(=O)N1CCN(S(=O)(=O)N2CCCC(C(=O)NCc3ccc(OC)cc3)C2)CC1 (centres undefined)	?	/
CNC(=S)N(Cc1ccc(Cl)cc1)Cc1cccs1	0%	/
COc1ccccc1OCC(=O)OCn1c(SC)nnc(C)c1=O	?	/
CCCCn1c(=O)[nH]c(=O)c2c1nc(-c1ccc(OC(F)F)c(OC)c1)n2C	?	/
Cc1ccc(C(=O)N/N=C/c2ccc(-c3ccc(Br)cc3[N+](=O)[O-])o2)o1	?	/
Cc1cnc(C(=O)Nc2cc(S(=O)(=O)N3CCOCC3)ccc2N2CCN(C)CC2)cn1	-22%	-21
O=C(O)Cc1csc(-c2cccc(F)c2)n1	?	/
Cn1cccc1Cc1nnc(SCC(=O)Nc2cccc(F)c2)n1CCc1ccccc1	-5%	-8
Cc1ccc(Cn2c(=N)c(S(=O)(=O)c3ccc(Br)cc3)cc3c(=O)n4ccccc4nc32)cc1	i	-8
COc1ccc(S(=O)(=O)N(C)CC(=O)N2CCC(C(N)=O)CC2)cc1	15µM*	-9.8*

Three entries picked at random from those above:
SMILES	S3 lipid droplet	S3 lipid droplet cell count max
Cc1cnc(C(=O)Nc2cc(S(=O)(=O)N3CCOCC3)ccc2N2CCN(C)CC2)cn1	-22%	-21
COc1cc(CNCC(C)C)cc(Br)c1OCC(=O)Nc1ccccc1	4%	-3
Cc1ccccc1/C=N/n1c(COc2ccccc2)n[nH]c1=S	14%	5

The results go on.
SMILES	S3 lipid droplet	S3 lipid droplet cell count max
COc1ccccc1N/C(=N/S(=O)(=O)c1ccc(C)cc1)c1ccc(Cl)cc1	-6%	14
Cc1c(Cl)cccc1NC(=S)N(CCN(C)C)C(C)c1ccco1 (centres undefined)	8%	-2
CSc1nnc(CCNS(=O)(=O)c2ccc(Br)cc2)n1C	?	/
Nc1cc(N2CCCCCC2)c2nonc2c1[N+](=O)[O-]	-2%	5
CC1CCN(C(=S)c2cn(Cc3cccc(F)c3)c3ccccc23)CC1	?	/
CC(=O)OCC(=O)[C@@]12OC(C)(C)O[C@@H]1CC1C3C[C@H](F)C4=CC(=O)C=CC4(C)[C@@]3(F)C(O)CC12C (some centres undefined)	?	/
O=C(O)CCSc1nnnn1-c1ccccc1	-2%	1
COCc1nc2ccccc2n1Cc1ccccc1Br	?	/
COc1cc(S(=O)(=O)Nc2ncccc2C)c(OC)cc1Cl	-6%	/
COc1ccc(N=C2S/C(=C\c3ccc(C)s3)C(=O)N2CC(C)C)cc1	-4%	9
O=C1CC(SCc2nc3ccccc3[nH]2)C(=O)N1c1cccc(F)c1 (centres undefined)	?	/
N#Cc1c(NC(=O)c2cc(C3CC3)on2)sc2c1CCC2	?	/
Cc1cc(NC(=O)CCC(=O)N(c2ccc(F)cc2)C(C(=O)NC2CCCC2)c2ccc(C)o2)no1 (centres undefined)	-21%	-2
COc1ccc(N2CCN(CC(=O)Nc3cccc(S(=O)(=O)N4CCOCC4)c3)CC2)cc1	16µM*	-22*
CCOC(=O)C1=C(COC(=O)CCc2ccccc2)NC(=O)NC1C (centres undefined)	?	/
Cc1ccc2c(CN3CCCCC3)cc(=O)oc2c1C	8%	3
CC(=O)N1CCc2cc(S(=O)(=O)NCC(=O)NCc3ccccc3Cl)ccc21	i	-13
O=C(CNS(=O)(=O)c1ccccc1F)NNC(=O)c1ccc(Br)cc1	?	/
Cc1ccc(Nc2c(-c3ccc(C)o3)nc3ncccn23)cc1	23%	12
COc1cc(S(=O)(=O)Nc2cccnc2)ccc1F	14%	-2

Full records as entered above. Order of values: S3 lipid droplet, S3 lipid droplet cell count max
CS(=O)(=O)c1ccc(Cl)c(NC(=O)COC(=O)c2cccc(S(=O)(=O)N3CCCC3)c2)c1 across the screens: ?, /
Cc1cccc(NC(=O)C2C3C=CC(O3)C2C(=O)O)c1 (centres undefined) across the screens: i, /
O=C(CSc1nc2cc(Cl)ccc2c(=O)n1Cc1ccco1)Nc1ccc(S(=O)(=O)N2CCOCC2)cc1 across the screens: ?, /
Cc1ccc2c(CN3CCCCC3)cc(=O)oc2c1C across the screens: 8%, 3
Cc1ccc(CNC(=O)c2oc3ccc(S(=O)(=O)N4CCOCC4)cc3c2C)cc1 across the screens: ?, /
